ROS inducer: cancer cell ROS induction; ROS induction (% of piperlongumine), % at 10 µM; 46,000 compounds, 2% hits; U2OS ROS induction, H2DCF-DA fluorescence; in the data active means ROS induction above about 79%, passing the limit was not always enough; inconclusive means no clear call, values can overlap the other calls;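 further: 0% = DMSO vehicle median and 100% = reference compound median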
Starred values were filed as active, the others as inactive; ? = inconclusive; & = joins results of further samples. This is a subset; the hit share may differ from the screen's.

molecule | ROS inducer
CC(CCc1ccccc1)NC(=O)C1CCN(S(=O)(=O)N2CCOCC2)CC1 (stereo unspecified) | -8.8
COc1ccc(NC(=O)N(C)C[C@@H]2Oc3ncc(-c4cccc(C(F)(F)F)c4)cc3C(=O)N([C@H](C)CO)C[C@@H]2C)cc1 | 32.4
COc1ccc(S(=O)(=O)N(C)C[C@H]2Oc3ccc(NC(=O)Nc4ccccc4)cc3C(=O)N([C@@H](C)CO)C[C@@H]2C)cc1 | -11.1
CC(C)NC(=O)Nc1cccc2c1O[C@H](CN(C)S(=O)(=O)c1cn(C)cn1)[C@H](C)CN([C@@H](C)CO)C2=O | -5.6
COc1c(N2CCNC(C)C2)c(F)cc2c(=O)c(C(=O)O)cn(C3CC3)c12 (stereo unspecified) | 0.7
Cc1sc(C)c(CNc2ccccc2)c1CNc1ccccc1 | -11.0
C[C@@H]1CN([C@@H](C)CO)C(=O)c2cccc(NS(=O)(=O)c3ccc(F)cc3)c2O[C@@H]1CN(C)C(=O)Nc1ccccc1 | -6.1
COc1ccc(S(=O)(=O)N(C)C[C@H]2Oc3ccc(NS(=O)(=O)c4c(C)noc4C)cc3CC(=O)N([C@@H](C)CO)C[C@@H]2C)cc1 | 1.5
Cc1cc(C(=O)Nc2cccc3c2O[C@@H](CN(C)C(=O)NC(C)C)[C@@H](C)CN([C@@H](C)CO)C3=O)n(C)n1 | 53.5
CC(C)(C)SC(=O)c1cccnc1SCCS(=O)(=O)c1cccc(C(F)(F)F)c1 | 58.5
Cc1ccc(C)c(CSc2nncn3c2cc2occc23)c1 | -14.4
Cc1noc(C)c1NC(=O)Nc1cccc2c1O[C@H](CN(C)Cc1ccccc1)[C@@H](C)CN([C@@H](C)CO)C2=O | -1.3
CCCOc1ccc(C(=O)Nc2ccc3c(c2)Cc2ccccc2-3)cc1 | -10.4
Cc1noc(C)c1S(=O)(=O)Nc1ccc2c(c1)C(=O)N([C@H](C)CO)C[C@H](C)[C@@H](CN(C)Cc1ccc(C(F)(F)F)cc1)O2 | 39.3
COc1ccc(S(=O)(=O)N(C)C[C@H]2OCCCC[C@@H](C)Oc3ccc(NS(=O)(=O)c4ccc(Cl)cc4)cc3C(=O)N([C@H](C)CO)C[C@@H]2C)cc1 | 35.1
CNC(=O)CN(c1cc([N+](=O)[O-])ccc1OC)S(C)(=O)=O | -8.9
CCc1ccc(N=Cc2c(O)[nH]c(=S)[nH]c2=O)cc1 | 25.3
C[C@@H]1CCCCO[C@H](CN(C)Cc2ccncc2)[C@@H](C)CN([C@H](C)CO)C(=O)c2cc(NS(=O)(=O)c3cn(C)cn3)ccc2O1 | -3.1
C[C@@H]1CN([C@H](C)CO)C(=O)Cc2cc(NC(=O)NC3CCCCC3)ccc2O[C@H]1CN(C)S(=O)(=O)c1cn(C)cn1 | 3.0
S=C(NCC1COc2ccccc2O1)NC1CCCCC1 (stereo unspecified) | -9.6
C[C@H]1CN([C@@H](C)CO)C(=O)c2cc(NS(=O)(=O)c3ccc(Cl)cc3)ccc2O[C@@H]1CN(C)Cc1ccc(-c2ccccc2)cc1 | 20.2
CC(C)NC(=O)N(C)C[C@@H]1Oc2ccc(NC(=O)Nc3ccc(C(F)(F)F)cc3)cc2C(=O)N([C@H](C)CO)C[C@H]1C | -20.9
Cc1ccc(S(=O)(=O)NC2CCOC(C)(C)C2)cc1 (stereo unspecified) | -11.6
C[C@@H]1CN([C@@H](C)CO)C(=O)CCCn2cc(nn2)CO[C@@H]1CN(C)C(=O)CCCN(C)C | 17.7

A draw from above in order of molecular weight, rising:
molecule | ROS inducer
Cc1ccc(S(=O)(=O)NC2CCOC(C)(C)C2)cc1 (stereo unspecified) | -11.6
C[C@@H]1CN([C@@H](C)CO)C(=O)CCCn2cc(nn2)CO[C@@H]1CN(C)C(=O)CCCN(C)C | 17.7
CC(C)NC(=O)N(C)C[C@@H]1Oc2ccc(NC(=O)Nc3ccc(C(F)(F)F)cc3)cc2C(=O)N([C@H](C)CO)C[C@H]1C | -20.9

(further entries)
molecule | ROS inducer
C[C@@H]1CCCCO[C@H](CN(C)C(=O)c2ccccc2)[C@@H](C)CN([C@H](C)CO)C(=O)c2cc(NS(=O)(=O)c3ccccc3)ccc2O1 | -3.6
CC(C)N(C(=O)c1ccc(-c2ccccc2F)cc1)C(C)C | -1.5
C/C=C1/CN2CCC1C(CO)(C(=O)OC)c1[nH]c3ccccc3c1C2 (stereo unspecified) | 20.3
Cc1cc(NC(=O)Nc2cccs2)no1 | -1.8
NC(=O)C1CCN(C(=O)c2ccc3nc(N4CCCCC4)sc3c2)CC1 | 7.1
C[C@@H]1CN([C@@H](C)CO)C(=O)c2cc(NC(=O)Nc3ccc(F)cc3)ccc2O[C@H]1CN(C)S(=O)(=O)c1cn(C)cn1 | -9.2
Cc1ccc(S(=O)(=O)Nc2cccc3c2O[C@@H](CN(C)Cc2ccc(C(=O)O)cc2)[C@@H](C)CN([C@H](C)CO)C3=O)cc1 | -18.9
Cc1ccc(-n2c(SCC(N)=O)nnc2-c2cccs2)cc1 | 11.0
C=CC[C@]1(C(=O)NCCCOC)COC(c2ccc(OCCCO)cc2)=N1 | -9.1
COc1ccc(NC(=O)Nc2ccc3c(c2)C(=O)N([C@@H](C)CO)C[C@H](C)[C@@H](CN(C)C(=O)Nc2ccccc2)O3)cc1 | -9.8
C[C@@H]1CN([C@@H](C)CO)C(=O)c2cc(NC(=O)CCCN(C)C)ccc2O[C@H]1CN(C)CC1CCCCC1 | 3.5
Cc1noc(C)c1NC(=O)N(C)C[C@H]1Oc2ccc(NC(=O)Cc3ccccc3)cc2CC(=O)N([C@@H](C)CO)C[C@@H]1C | -8.9

Grouped by structure, the entries above with a thiophene ring, fused or not.
molecule | ROS inducer
Cc1sc(C)c(CNc2ccccc2)c1CNc1ccccc1 | -11.0
Cc1cc(NC(=O)Nc2cccs2)no1 | -1.8
Cc1ccc(-n2c(SCC(N)=O)nnc2-c2cccs2)cc1 | 11.0

Compounds shown so far containing an aryl thioether with sulfur outside any ring (3):
molecule | ROS inducer
CC(C)(C)SC(=O)c1cccnc1SCCS(=O)(=O)c1cccc(C(F)(F)F)c1 | 58.5
Cc1ccc(C)c(CSc2nncn3c2cc2occc23)c1 | -14.4
Cc1ccc(-n2c(SCC(N)=O)nnc2-c2cccs2)cc1 | 11.0

The listing continues.
mol	ROS inducer
Cc1ccc(S(=O)(=O)Nc2ccc3c(c2)CC(=O)N([C@@H](C)CO)C[C@H](C)[C@H](CN(C)S(C)(=O)=O)O3)cc1	20.2
Cc1ccc(S(=O)(=O)N(C)C[C@H]2Oc3ccc(NC(=O)Cc4cn(C)c5ccccc45)cc3C(=O)N([C@H](C)CO)C[C@H]2C)cc1	-6.2
C[C@H](CO)N1C[C@H](C)[C@H](CN(C)Cc2ccc(Cl)c(Cl)c2)Oc2c(NS(C)(=O)=O)cccc2C1=O	29.4
CSc1ccccc1NC(=O)CN(c1cc(Cl)ccc1C)S(C)(=O)=O	-2.5
COc1ccc(CN(C)C[C@H]2Oc3c(NC(=O)Nc4cccc5ccccc45)cccc3C(=O)N([C@H](C)CO)C[C@H]2C)cc1	1.8
C[C@H]1CN([C@@H](C)CO)C(=O)Cc2cc(NC(=O)Nc3ccc(F)cc3)ccc2O[C@H]1CN(C)Cc1ccc(-c2ccccc2)cc1	33.2
CCCn1c(SCc2nc(-c3cccs3)no2)nnc1-c1ccncc1	-3.9
C[C@H](CO)N1C[C@H](C)[C@H](CN(C)C(=O)Nc2ccc3c(c2)OCO3)Oc2ncc(Br)cc2C1=O	2.6
COc1ccc(-c2nc(C)c(CCNS(=O)(=O)N(C)C)s2)cc1	-22.8
CS(=NC(=O)Nc1ccc(Cl)cc1)c1sc(Cl)c2c1C(=O)CCC2 (stereo unspecified)	18.4
COc1ccc(CN(C)C[C@@H]2Oc3ccc(NS(=O)(=O)c4ccc(F)cc4)cc3CC(=O)N([C@H](C)CO)C[C@H]2C)cc1	42.7
C=CC1CCC(N(Cc2ccccc2)S(=O)(=O)c2ccc(C)cc2)C(O)C1 (stereo unspecified)	-16.8
C[C@H](CO)N1C[C@H](C)[C@@H](CN(C)Cc2ccncc2)Oc2c(NC(=O)Nc3ccc(C(F)(F)F)cc3)cccc2C1=O	12.0
Cc1c(Cl)cccc1NC(=O)CSc1nnc(-c2ccc(NC(=O)c3ccccc3Br)cc2)n1C	45.8
COc1ccc(CN(C)C[C@@H]2Oc3c(NC(=O)Nc4ccccc4)cccc3C(=O)N([C@H](C)CO)C[C@@H]2C)cc1	-8.9
CC(=O)C(Sc1nc(N2CCOCC2)nc(N2CCOCC2)n1)C(=O)Nc1ccccc1 (stereo unspecified)	-4.8
CC(C)NC(=O)Nc1ccc2c(c1)C(=O)N([C@H](C)CO)C[C@H](C)[C@H](CN(C)C)OCCCC[C@@H](C)O2	13.7
CC/C=C\C/C=C\C/C=C\CCCCCCCC(=O)O	15.1
COc1ccc(NC(=O)Nc2ccc3c(c2)CC(=O)N([C@@H](C)CO)C[C@H](C)[C@H](CN(C)Cc2ccc4c(c2)OCO4)O3)cc1	7.1
C[C@H]1CN([C@@H](C)CO)C(=O)Cc2cc(NC(=O)Nc3cccc4ccccc34)ccc2O[C@@H]1CN(C)Cc1ccc(C(=O)O)cc1	15.3
C[C@@H]1CN([C@H](C)CO)C(=O)Cc2cc(NC(=O)NC3CCCCC3)ccc2O[C@H]1CN(C)Cc1ccc(C(F)(F)F)cc1	31.4
C[C@H](CO)N1C[C@H](C)[C@H](CN(C)C(=O)Nc2ccc3c(c2)OCO3)Oc2ccc(NC(=O)C3CC3)cc2CC1=O	-2.9
C[C@@H]1CN([C@@H](C)CO)C(=O)c2cccc(NC(=O)c3ccncc3)c2O[C@H]1CN(C)C(=O)NC1CCCCC1	-13.2
O=C(NC1CCCCNC1=O)c1ccc2nsnc2c1 (stereo unspecified)	-17.7
CC1=CC(=O)CC2C1(C)CCC(C)C2(C)CCC(C)CC(=O)O (stereo unspecified)	-2.5
COc1ccc(N(C(=O)C2CCCCC2)S(=O)(=O)c2cc(OC)ccc2OC)cc1	-1.2
CC(=O)NN1C(=O)c2ccccc2NC1c1ccccc1 (stereo unspecified)	-13.8
Cc1csc2sc(-c3ccnc(SCc4ccccc4)n3)c(C)c12	13.9
C=CCOC(=O)[C@H]1[C@@H]2C(=O)O[C@@H](c3ccccc3)[C@@H](c3ccccc3)N2[C@@H](c2ccc(OCCOC(=O)[C@@H]3C[C@@H]4C(=O)N[C@@H](CCCCNC(C)=O)C(=O)N4[C@@H]3c3ccc(O)cc3)cc2)[C@]12C(=O)Nc1ccc(I)cc12	-3.4
COc1ccc(S(=O)(=O)N(C)C[C@@H]2Oc3ccc(NS(=O)(=O)c4ccc(F)cc4)cc3C(=O)N([C@@H](C)CO)C[C@@H]2C)cc1	9.5
COc1ccc(NC(=O)Nc2ccc3c(c2)C(=O)N([C@H](C)CO)C[C@H](C)[C@H](CN(C)Cc2ccc4c(c2)OCO4)O3)cc1	8.1
C[C@@H]1CCCCO[C@H](CN(C)Cc2ccncc2)[C@@H](C)CN([C@H](C)CO)C(=O)c2cc(NC(=O)CCCN(C)C)ccc2O1	-10.8
C[C@H](CO)N1C[C@H](C)[C@@H](CN(C)Cc2ccncc2)Oc2c(NC(=O)Nc3ccc4c(c3)OCO4)cccc2C1=O	1.2
Cc1noc(C)c1S(=O)(=O)N(C)C[C@H]1Oc2ccc(NC(=O)CCN3CCOCC3)cc2CC(=O)N([C@H](C)CO)C[C@H]1C	-2.9
Cc1noc(C)c1NC(=O)Nc1ccc2c(c1)C(=O)N([C@H](C)CO)C[C@H](C)[C@H](CN(C)C(=O)Nc1cccc3ccccc13)O2	4.2
OCCN1CCN(CC/C=C2/c3ccccc3Sc3ccc(C(F)(F)F)cc32)CC1	20.9
C[C@@H]1CCCCO[C@@H](CN(C)CC2CCCCC2)[C@@H](C)CN([C@H](C)CO)C(=O)c2cc(NC(=O)Nc3cccc4ccccc34)ccc2O1	29.5
Cc1cc(O)cc(=O)o1	-23.5
C[C@H](CO)N1C[C@H](C)[C@@H](CN(C)C(=O)Nc2cccc3ccccc23)Oc2c(NC(=O)Nc3ccc4c(c3)OCO4)cccc2C1=O	-1.5
C[C@@H]1CN([C@H](C)CO)C(=O)CCCn2cc(nn2)CO[C@H]1CN(C)S(=O)(=O)c1ccc(C#N)cc1	2.3
COC(=O)[C@@H]1[C@H]2C[C@H]3c4[nH]c5ccccc5c4CCN3C[C@@H]2CC[C@@H]1O	-5.3&-2.9
C[C@H]1CN([C@@H](C)CO)C(=O)c2cc(NC(=O)Cc3cn(C)c4ccccc34)ccc2O[C@H]1CN(C)S(=O)(=O)c1ccc(F)cc1	0.9
Cc1ccc(S(=O)(=O)N(C)C[C@@H]2Oc3ccc(NC(=O)C4CCCCC4)cc3CC(=O)N([C@@H](C)CO)C[C@@H]2C)cc1	30.1
C[C@H](CO)N1C[C@H](C)[C@H](CN(C)Cc2ccc(Cl)c(Cl)c2)Oc2c(NC(=O)C3CC3)cccc2C1=O	10.4
O=C(NC(CO)Cc1ccccc1)c1ccccc1 (stereo unspecified)	-1.9
C[C@@H]1CN([C@H](C)CO)C(=O)c2cc(NC(=O)Cc3ccccc3)ccc2O[C@H]1CN(C)Cc1ccc(Oc2ccccc2)cc1	-1.4
Cc1ccccc1OCCCC(=O)Nc1cccc(C(F)(F)F)c1	3.2
O=C(NO)c1cccc(C(=O)N/N=C/c2ccco2)c1	-10.6
CCCOC(=O)C1=C(C)N(CC)C(=O)NC1c1ccccc1Cl (stereo unspecified)	5.2
O=C1c2nc3cc(-c4ccccc4)[nH]n3c(=O)c2CN1Cc1ccccc1	?
COc1cccc(/C=N/n2cnnc2)c1	-11.6
NC1=NC(=O)/C(=C/c2ccc(I)o2)S1	141.1*
Cc1oc(C(C)(C)C)cc1-c1cc(N)n(-c2ccc(I)cc2)n1	6.1
CC(C)(C)OC(=O)Nc1ccc(/C=N/NC(=O)c2ccccn2)cc1	-4.4
C[C@H]1CN([C@@H](C)CO)C(=O)c2cc(NC(=O)CCN3CCOCC3)ccc2O[C@@H]1CN(C)C(=O)Nc1ccc(C(F)(F)F)cc1	10.6

High-throughput results from PubChem.
